MBD2 DNA inh: inhibitors of human MBD2 binding to methylated oligonucleotide. TR-FRET. inhibition, % at 4.4 µM. hit rate 0.31% among 370,000. AID 686964; in the data active = inhibition above about 13%
PRMT1 FP inh: inhibitors of human PRMT1. recombinant PRMT1, activity-based probe fluorescence polarization. inhibition, % at 2.79 µM. Q99873. hit rate 1.3% among 370,000. AID 652257;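 active = inhibition above about 21% made by adding two undisclosed values, limit read from the data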
LEDGF integ inh: blocks HIV-1 LEDGF/p75-dependent DNA integration | TR-FRET IN-LEDGF/p75 DNA integration, Eu/Cy5 | inhibition, % at 3.7 µM | hit rate 0.64% among 370,000;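 active = inhibition above the screen-wide mean plus 3 SD, cut at about 13% in these data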;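 also: signal is the Cy5 over europium emission ratio at 671 and 618 nm; 0% = plate median of compound wells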
mABHD4 FP: inhibits mouse alpha/beta hydrolase domain 4 | purified mABHD4, FP-Rh probe fluorescence polarization | hit rate 0.54% among 370,000 | inhibition, % at 8.92 µM | Q8VD66;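 active = inhibition exceeding the mean over every tested compound plus 3 SD, cut at about 30% in these data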;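 also: 0% = plate median of compound wells and 100% = S159A mutant with DMSO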
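Assay system: Wild-type mouse ABHD4 protein | Medium: HEPES pH 7.0 buffer, 150 mM NaCl, 0.01% Pluronic F-127 | Incubation: Enzyme–compound pre-incubation 45 min, then probe 60 min, both 25 °C | Technique: Fluorescence polarization with parallel and perpendicular emission, 525/598 nm | Evaluation: % inhibition of FP-Rh probe binding versus controls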
TDP2 absorb: blocks human TDP2 phosphodiesterase activity | O95551 | recombinant TDP2, T5PNP hydrolysis, p-nitrophenol absorbance 415 nm | inhibition, % at 12.8 µM | hit rate 0.34% among 370,000 | AID 720702;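 active = inhibition above the mean of all tested compounds plus 3 SD, set per campaign, cut at about 25% in these data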;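 also: 0% = DMSO with enzyme and 100% = buffer with substrate but no TDP2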
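Test system: human TDP2 enzyme; Input: 120 nM TDP2 per well; Buffer or medium: Mg2+-containing Tris-HCl buffer, pH 7.5; Reagent: 5 mM T5PNP; Dosing: 12.8 µM single point, 1% DMSO; Incubation: reaction 2 h, 37 °C; Detection: p-Nitrophenol epi absorbance; Read-out: % inhibition relative to enzyme-containing and enzyme-free wells; Replicates: single well per compound.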
GC-B act: GC-B (human) receptor activation | P20594 | HEK293-GC-B cells, CNP EC30, cGMP TR-FRET; 0% at EC30 CNP, 100% saturating CNP | activation, % at 10 µM | hit rate 0.11% among 370,000;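 active = activation at 10 µM reaching about 35% in either raw or pattern-adjusted values, limit read from the data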
Target sequence (P20594 whole entry, looked up): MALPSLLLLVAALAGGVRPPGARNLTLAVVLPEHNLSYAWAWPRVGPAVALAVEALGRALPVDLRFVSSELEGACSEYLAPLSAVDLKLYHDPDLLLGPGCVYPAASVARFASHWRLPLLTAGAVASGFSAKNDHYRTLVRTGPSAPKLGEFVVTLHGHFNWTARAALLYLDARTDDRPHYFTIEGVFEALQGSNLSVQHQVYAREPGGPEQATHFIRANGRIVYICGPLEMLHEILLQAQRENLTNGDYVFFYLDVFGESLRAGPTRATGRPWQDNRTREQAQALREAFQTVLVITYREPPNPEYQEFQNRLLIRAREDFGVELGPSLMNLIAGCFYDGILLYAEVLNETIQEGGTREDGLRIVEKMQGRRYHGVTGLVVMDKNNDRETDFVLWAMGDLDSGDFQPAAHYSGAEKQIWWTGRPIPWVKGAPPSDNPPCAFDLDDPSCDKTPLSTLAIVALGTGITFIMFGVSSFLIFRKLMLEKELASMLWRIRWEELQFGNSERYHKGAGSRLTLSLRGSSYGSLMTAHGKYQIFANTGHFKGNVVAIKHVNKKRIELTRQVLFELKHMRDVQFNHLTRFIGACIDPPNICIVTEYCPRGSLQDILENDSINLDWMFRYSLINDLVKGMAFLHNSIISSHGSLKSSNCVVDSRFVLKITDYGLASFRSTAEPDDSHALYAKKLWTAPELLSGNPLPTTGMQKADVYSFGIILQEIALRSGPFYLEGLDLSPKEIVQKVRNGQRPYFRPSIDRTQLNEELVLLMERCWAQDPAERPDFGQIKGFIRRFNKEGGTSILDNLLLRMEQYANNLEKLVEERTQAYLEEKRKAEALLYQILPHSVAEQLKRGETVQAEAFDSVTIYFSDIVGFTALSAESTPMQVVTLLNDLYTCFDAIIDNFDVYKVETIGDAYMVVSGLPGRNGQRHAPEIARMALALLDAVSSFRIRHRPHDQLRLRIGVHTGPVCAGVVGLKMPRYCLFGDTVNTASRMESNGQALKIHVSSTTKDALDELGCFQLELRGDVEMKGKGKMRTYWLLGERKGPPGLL
SIAE inh: blocks human sialic acid acetylesterase. AID 1053197. hit rate 0.69% among 370,000. inhibition, % at 9.66 µM. SIAE FP-Rh probe binding, fluorescence polarization;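 active = inhibition above a cutoff: mean of compounds within the control limits plus 3 SD of those, cut at about 17% in these data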;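 also: 0% = plate median of compound wells and 100% = probe without SIAE protein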
rCAG RNA binder: molecules binding r(CAG) RNA repeats; inhibition, % at 3 µM; hit rate 1.3% among 370,000; r(CAG) RNA repeat, TO-PRO-1 dye displacement fluorescence;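 active = inhibition above the plate cutoff, the mean of all test compounds on that plate plus 3 SD, cut at about 35% in these data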;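 also: 0% = DMSO alone and 100% = 100 µM mitoxantrone as full dye displacement; higher means more dye released from RNA so lower well fluorescence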
HTRA1 inhibitor: HTRA1 (human) protease inhibition. recombinant HTRA1, FP-rhodamine activity-based probe, fluorescence polarization. inhibition, % at 5.96 µM. hit rate 0.5% among 340,000. Q92743; in the data active = inhibition above about 36%;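 also: 0% = enzyme with DMSO and 100% = wells lacking enzyme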
TCR CD3 inh: human TCR-CD3 binding inhibition. TAMRA-labeled TCR probe fluorescence, biochemical. inhibition, % at 9.4 µM. AID 651800. hit rate 0.37% among 360,000; in the data active = inhibition above about 19%;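 also: recombinant mutant TCR 2C K166C tagged with TAMRA read by polarization; 0% = receptor in buffer alone and 100% = receptor with positive control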
Active calls of the source: *; x = no result given. Some of the compounds tested; rates above refer to the full screens.

no.	SMILES	MBD2 DNA inh	PRMT1 FP inh	LEDGF integ inh	mABHD4 FP	TDP2 absorb	GC-B act	SIAE inh	rCAG RNA binder	HTRA1 inhibitor	TCR CD3 inh
1	COC(=O)c1ccc(CNC(=O)C2CCC(=O)N(CCCc3ccccc3)C2)cc1 (stereo not given)	-1	-1	-3	0	6	1	1	-6	0	-1
2	O=C(Nc1cccc(Cl)c1)OCCN1CCN(Cc2ccccc2)CCC1=O	7	4	-1	-12	-6	1	-1	1	-7	-6
3	O=C(NCCCN1CCCC1=O)c1cccc(S(=O)(=O)N2CCN(c3ccccc3)CC2)c1	3	-1	1	5	-14	1	-4	-9	-6	-1
4	COC(=O)c1ccccc1NC(=O)CSc1nnc(-c2cccnc2)n1C	-3	2	-1	10	3	0	-2	2	4	-7
5	Cc1cc(S(=O)(=O)Nc2c(NC3CCCCC3)c3ccccc3oc2=O)ccc1F	-2	-1	-2	-3	-2	3	10	1	-14	19*
6	CCN1CCN(CCn2c(=S)[nH]c3cc4c(cc3c2=O)OCO4)CC1	8	-4	0	6	5	-3	2	-1	-1	2
7	Cc1cc(/N=C/C=C2\N(C)c3ccccc3C2(C)C)n(CCC#N)n1	-4	-3	3	-1	-3	6	8	-3	2	4
8	Cc1c(Br)c([N+](=O)[O-])nn1CC(=O)NCCc1ccc(Cl)cc1	4	-3	0	0	-1	4	11	8	-1	4
9	Cc1cccc(NC(=O)N[C@@H](C)C(=O)O)c1	1	-2	0	5	4	2	-6	0	1	7
10	COc1cc(CNCc2cccs2)ccc1OCc1cccs1	-7	0	4	-4	-7	-10	11	-3	-1	2
11	NS(=O)(=O)c1ccc(NC(=O)CCCC(=O)O)cc1	-6	3	2	0	14	7	1	0	2	1
12	CC1=C(C(=O)OC(C)C)C(c2cccc(F)c2)N2C(=O)C(C)SC2=N1 (stereo not given)	-3	4	-3	-5	-5	-6	3	0	-17	-1
13	CC(C)(C)CC(=O)NC(=S)NCc1ccccc1	-1	0	-4	-4	-3	2	-9	-5	-10	-7
14	O=C(NC(Cc1ccccc1)C(=O)O)c1ccc(S(=O)(=O)N2CCOCC2)cc1 (stereo not given)	-3	0	-2	-3	4	4	-5	4	-1	0
15	CCOc1ccc(S(=O)(=O)N2CCN(C(=O)CCC(=O)N3CCOCC3)CC2)cc1	-4	0	-3	0	0	1	11	-4	-3	10
16	Cn1c(CCN2CCOCC2)nc2cc(NC(=O)COc3ccc([N+](=O)[O-])cc3)ccc21	1	-2	0	2	9	-5	-3	-1	-4	6
17	CCNCCC(=O)N1c2ccccc2Sc2ccc(NC(=O)OCC)cc21	-4	1	-1	5	0	-3	4	1	0	5
18	COC(=O)c1cc([N+](=O)[O-])ccc1N1CCN(Cc2ccccc2)CC1	1	0	3	2	-12	-1	-8	-2	-3	3
19	COc1cc2cnncc2cc1OC	0	3	0	7	0	1	4	-1	-4	-6
20	CCc1noc(C)c1C(=O)N1CCCC(C(=O)c2ccc(OC)c(F)c2)C1 (stereo not given)	6	5	-3	-4	-6	-2	0	-1	1	-5
21	CCCCNC(=S)NC(C)(C)CO	-1	-1	0	6	1	-1	4	-2	3	1
22	O=C(COc1ccccc1Cl)NCCc1ccc2c(c1)OCCO2	-2	-1	-4	1	10	-3	-3	-4	-11	9
23	Cc1ccc(C(=O)NCCN2CCOCC2)cc1Cl	-5	-2	-2	0	-2	5	0	-2	2	-10
24	Cc1cccc(N2CCN(C(=O)CC(NC(=O)c3ccccc3)c3ccccc3)CC2C)c1 (stereo not given)	-1	0	-2	-6	1	1	4	-2	-10	5
25	CCCCn1nnnc1SCC(=O)Nc1ccc(N(C)C)cc1	2	-1	-3	5	8	-7	4	0	7	-4
26	CC1(C(=O)O)CCC(C(=O)Nc2ccc(S(N)(=O)=O)cc2)C1(C)C (stereo not given)	-3	0	0	1	10	5	-1	6	-5	3
27	O=C(CCCSc1ccccc1)Nc1nc(-c2ccco2)c(-c2ccco2)s1	4	44*	20*	-1	-4	-3	28*	74*	-19	23*
28	CCOc1cccc2cc(C(=O)Nc3ccccc3-c3ccccc3)c(=O)oc12	4	-1	2	-2	15	-13	5	-1	5	0
29	Cc1c(NC(=O)CN2C(=O)NC(C)(c3ccc(Cl)cc3)C2=O)c(=O)n(-c2ccccc2)n1C (stereo not given)	-8	0	-1	2	-12	-2	8	-7	-3	4
30	CCOc1ccc(OCCOCCOc2ccccc2Cl)cc1	2	-2	-1	-5	2	1	1	-5	-14	-2
31	COc1ccc2c(c1)c(CCN1C(=O)c3ccccc3C1=O)cn2C(=O)c1ccco1	-2	1	0	-8	0	-2	-3	-2	-7	2
32	CC(C)(C)OC(=O)N1CSC[C@H]1C(=O)NC[C@H](CC(=O)O)c1ccc(Cl)cc1	0	-2	-4	3	10	-2	5	2	3	8
33	CCN(CC)S(=O)(=O)c1ccc(-c2nnc(SCC(=O)N3CCOCC3)o2)cc1	1	1	-2	1	0	3	-3	-4	-5	-4
34	COc1ccc(-c2cn3cc(C)ccc3n2)cc1Br	3	0	-3	11	-5	-4	1	0	-15	-1
35	CCCC[C@@H]1CNC(=O)C(=O)N1CCCC	-1	1	1	0	2	-4	0	3	x	-4
36	COc1cccc(NC(=O)CCN2C(=O)c3ccccc3S2(=O)=O)c1	-1	-3	0	3	0	-5	1	-3	-1	6
37	COc1ccc(C(=S)N2CCOCC2)cc1OS(=O)(=O)c1ccc(Br)cc1	-5	2	2	1	11	2	9	1	-5	0
38	N#Cc1ccccc1Sc1ccccc1C(=O)OCC(=O)NC1CCCCC1	-4	-1	4	-1	3	-10	-1	2	-3	-1
39	COc1ccc2cc(C#N)c(SCC(=O)Nc3nonc3C)nc2c1	2	0	0	-5	3	-11	-12	5	-4	7
40	Cc1cc(NS(=O)(=O)c2ccc(NC(=O)C(C)Oc3ccc(C(C)C)cc3)cc2)no1 (stereo not given)	8	7	0	-21	-13	6	2	47*	-4	-5
41	COc1ccc(C(=O)Nc2ccccc2C(=O)Nc2ccc(C(=O)O)cc2)cc1	-3	2	0	-20	7	1	-13	14	-6	-5
42	O=C(NCCc1ccccc1)c1ccccc1Cl	0	6	-2	-4	-12	3	-1	-5	3	-6
43	Cc1ccc(C)c(Nc2nc3ccccc3n3cnnc23)c1	0	0	-2	-2	-2	-4	0	2	-4	4
44	O=C(OCC#CCSc1nnc(-c2cccc3ccccc23)o1)c1cccs1	-2	-4	3	-9	18	-1	-3	7	-25	4
45	CC1(C(=O)NCCc2ccccc2)Cc2c(-c3cccc(C(N)=O)c3)ccnc2O1 (stereo not given)	9	3	3	-7	1	-1	8	-1	x	1
46	CC(OP(=O)(O)C(NC(=O)[C@H](Cc1ccc(O)cc1)NC(=O)OC(C)(C)C)C(C)C)C(=O)O (stereo not given in full)	5	-7	1	2	16	-6	8	x	x	x
47	CC(=O)C1=C(O)C(=O)OC1c1ccc(Cl)cc1 (stereo not given)	-1	-2	0	5	-11	1	1	2	10	-4
48	O=C(CCCCC(=O)Sc1ccccc1)Sc1ccccc1	-1	10	9	-6	1	-1	18*	2	-3	3
49	COc1ccc(CNCCc2ccccc2)cc1OCC(N)=O	-1	-2	2	-4	-5	-4	2	1	-6	-6
50	CO/N=C(\Cn1ncc(N2CCCC2)c(Br)c1=O)c1ccc(Cl)cc1	-3	-1	0	-4	0	-1	2	-4	-8	8
51	Cc1cccn2c(=O)nc(SCC(=O)NCc3ccccc3Cl)nc12	0	3	0	-2	-1	-2	-5	2	-5	-3
52	Cc1cc(C(=O)NCc2cc(F)cc3c2OCOC3)nn1C	-4	0	3	2	9	9	7	2	5	3
53	Fc1ccc2[nH]c3c(NCc4ccccc4)ncnc3c2c1	-2	-5	-1	8	-11	9	10	4	-14	7
54	CC(C)Nc1nnc(SCC(=O)NCc2ccc3c(c2)OCO3)s1	-1	4	-6	-7	-5	2	1	0	0	5
55	Cc1cc(NC(=O)CN2CCCCC2)no1	1	1	-1	7	-1	2	0	2	1	7
56	O=c1[nH]ncc(N/N=C\c2cccnc2)c1Cl	-5	3	0	0	8	-3	0	0	8	-5

New compounds follow:
no.	SMILES	MBD2 DNA inh	PRMT1 FP inh	LEDGF integ inh	mABHD4 FP	TDP2 absorb	GC-B act	SIAE inh	rCAG RNA binder	HTRA1 inhibitor	TCR CD3 inh
57	CC(=O)c1ccc(N=C2SCCCN2C(=O)C2CCCC2)cc1	-10	0	-1	-1	-7	-2	-3	-3	6	8
58	C/C(=N\OCC(=O)OC(C)C(=O)Nc1ccc(C)c(S(=O)(=O)N2CCOCC2)c1)c1ccc2c(c1)OCO2 (stereo not given)	-7	-3	8	-19	-17	-2	-17	14	-20	-4
59	COc1ccc(OC(C)C(=O)Nc2cccc([N+](=O)[O-])c2)cc1 (stereo not given)	1	1	0	-13	-2	0	-1	-2	-8	3
60	COc1cc(NC(=O)CSc2cc(C)c3cc(C)cc(C)c3n2)c(C(=O)O)cc1OC	2	-2	1	3	-4	0	2	4	-2	-6
61	O=C1Nc2cc(Cl)ccc2Nc2cscc21	-5	23*	2	19	11	-2	11	12	4	2

Source: PubChem BioAssay
